Giardia FBPA inh: blocks Giardia fructose-bisphosphate aldolase activity; hit rate 0.71% among 290,000; purified Giardia FBPA; Potency, µM (highest dose often 59.6 µM), for inactives: at the highest dose activity, negative = inhibition, usual class: inhibitors; A8B2U2; also: potency is read from the fitted curve at half-maximal effect; nearly all actives have a fitted effect of over 55% in size
Target sequence (A8B2U2 whole entry, looked up): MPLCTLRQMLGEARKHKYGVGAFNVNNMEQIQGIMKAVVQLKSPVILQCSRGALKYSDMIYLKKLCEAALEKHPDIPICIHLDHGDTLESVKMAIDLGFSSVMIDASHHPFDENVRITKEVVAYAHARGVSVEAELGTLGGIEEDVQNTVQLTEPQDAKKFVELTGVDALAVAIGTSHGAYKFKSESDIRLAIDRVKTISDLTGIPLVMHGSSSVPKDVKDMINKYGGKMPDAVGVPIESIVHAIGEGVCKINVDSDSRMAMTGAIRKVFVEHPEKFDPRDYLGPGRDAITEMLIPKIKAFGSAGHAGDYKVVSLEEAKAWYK
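40 nM FBPA preincubated 10 min at RT with compound (up to 57.5 uM final), then substrate plus GAPDH/TPI/NAD/arsenate coupling and diaphorase/resazurin added. Fluorescence read after 20 min at RT, 525/598 nm.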
HCMV inh: inhibitors of human cytomegalovirus | HFF cells, HCMV-luciferase reporter, 72 h; stronger effect = lower value | activity change, negative = inhibition, % at 57.5 µM | hit rate 4.5% among 410,000; in the data active = activity change below about -60%; inconclusive = no clear call, values can overlap the other calls; inactive = above about -39%
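Inhibition of viral replication was scored as loss of reporter luminescence in HFFs infected with HCMV-luciferase (MOI 1 PFU/cell) for 72 h; compounds tested at 2 doses, normalized to buffer and Salinomycin controls.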
AMA1-RON2 inh: AMA1-RON2 (P. falciparum) interaction inhibition | AlphaScreen AMA1-biotinylated RON2 peptide binding | Potency, µM (doses to about 58.2 µM), for inactives: at the highest dose activity change, negative = inhibition, hits mostly inhibitors | hit rate 0.2% among 360,000 | AID 720542;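 also: potency is read from the fitted curve at half-maximal effect; 0% = vehicle wells and -100% = peptide control; nearly all actives have a fitted effect of over 45% in size; some results filed as inactive show a strong effect at the top dose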
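AMA1 (3D7) with his tag at 25 nM final met compounds first, then biotinylated RON2 peptide at 25 nM; detection used donor plus acceptor beads, 10 µg/mL apiece, read by AlphaScreen after 30 min at room temperature.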
Sm TGR inh: S. mansoni TGR enzyme inhibition; Q962Y6; purified TGR, DTNB reduction, TNB absorbance 405 nm; Potency, µM (highest dose often 114 µM), for inactives: at the highest dose activity change, negative = inhibition, hits mostly inhibitors; hit rate 3% among 360,000; AID 485364; also: potency is read from the fitted curve at half-maximal effect; nearly all actives have a fitted effect of over 60% in size
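First, TGR (20 nM dispensed) and NADPH were mixed with compound. Second, a 15 min room-temperature incubation followed. Third, further NADPH and then DTNB were added to start the reaction. Finally, TNB absorbance was monitored kinetically.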
HCV inh: inhibitors of hepatitis C virus infection; Huh7.5.1 HCVcc-Cre infection, luciferase reporter, 44 h; Potency, µM (doses to about 41.8 µM), for inactives: at the top dose activity change, negative = inhibition, most hits filed as inhibitors; hit rate 3.4% among 340,000; also: potency is read from the fitted curve at half-maximal effect
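A cell-based infection assay in which seeded cells (1,000 per well) receive test compound after 4 h, are inoculated with HCVcc-Cre at approximately 0.5 moi, and are incubated 44 h before luminescence detection.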
AmpC inh detg: inhibitors of E. coli AmpC beta-lactamase with detergent; Potency, µM (series often up to 114 µM), inactives show at the top dose activity change, negative = inhibition, hits mostly inhibitors; AmpC hydrolysis of nitrocefin, absorbance 480 nm, 0.01% Triton; P00811; hit rate 0.041% among 370,000;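 also: potency is read from the fitted curve at half-maximal effect; 0% = no-compound wells and -100% = no-enzyme wells; nearly all actives have a fitted effect of over 25% in size; some results filed as inactive show a strong effect at the top dose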
Target sequence (P00811 whole entry, looked up): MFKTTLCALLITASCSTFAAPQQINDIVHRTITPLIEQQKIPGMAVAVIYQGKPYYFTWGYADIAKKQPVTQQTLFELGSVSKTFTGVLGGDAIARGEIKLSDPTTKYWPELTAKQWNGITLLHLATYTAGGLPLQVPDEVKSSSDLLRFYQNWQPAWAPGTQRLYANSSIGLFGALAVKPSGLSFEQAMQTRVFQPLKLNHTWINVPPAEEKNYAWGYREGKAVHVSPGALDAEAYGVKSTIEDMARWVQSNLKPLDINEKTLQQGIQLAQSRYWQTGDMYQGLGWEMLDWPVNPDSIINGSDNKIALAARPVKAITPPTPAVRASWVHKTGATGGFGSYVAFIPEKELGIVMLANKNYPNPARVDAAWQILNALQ
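AmpC (5.3 nM in the dispensed reagent) in 20 mM phosphate pH 7.0 with 0.01% (detergent screen) or 0.0001% Triton X-100 was preincubated with compounds for 15 min at room temperature. Nitrocefin was then added from an 800 uM solution, and hydrolysis was followed at 480 nm.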
Numbers without * were called inactive; ? = inconclusive; · = not tested or not shown; [ ] = another dose, or the depositor's remark. Unless noted, calls follow the shape of the dose curve; as a rule, active = well fitted curve in the direction sought with a large enough effect; inconclusive = small, poorly fitted or top-dose-only effect, or another doubt; inactive = no such curve, though single readings can be large; an effect the other way counts as inactive or inconclusive. Unless noted, % is scaled to controls: 0 for no effect and ±100 for the full control effect.

1. O=C(N/N=C1\CCCc2c1[nH]c1ccc(Cl)cc21)c1ccncc1
2. COCCCN1C(=O)c2ccc(C(=O)N3CCN(c4ccc(OC)cc4)CC3)cc2C1=O
3. CC1=Nc2cc(C(=O)N3CCC(C)CC3)ccc2Sc2ccc(Cl)cc21
4. O=C(CN(C(=O)c1csnn1)c1ccccc1C(F)(F)F)NCc1ccccc1
5. O=C(CNC(=S)N(Cc1ccccc1)Cc1cccnc1)NC1CC1
6. COc1ccccc1NC(c1ccc(Cl)cc1)c1nnc(-c2cccc(F)c2)o1 (centres undefined)
Screen / compound no.,1,2,3,4,5,6
Giardia FBPA inh,2%,9%,·,11%,3%,·
HCMV inh,?,6,-34,-21,-7,3
AMA1-RON2 inh,70%[activator],-5%,·,6%,5%,·
Sm TGR inh,-19%,-2%,13%,1%,-4%,0%
HCV inh,3.2µM*,11%,·,?,1%,·
AmpC inh detg,-10%,-1%,11%,-1%,-4%,8%

7. CCOC(=O)c1c(-c2ccc(Cl)cc2)csc1NC(=O)CNCc1ccco1
8. COc1cc(OC)cc(N2C(=O)CC(N3CCC(C(=O)N4CCCCC4)CC3)C2=O)c1 (centres undefined)
9. CN1CCN(Cn2cc(/C=C/C(=O)c3ccccc3)c3ccccc32)CC1
10. O=C(NC1CCC(O)CC1)c1ccc(Br)o1 (centres undefined)
11. O=C(CCCCCNC(=S)Nc1ccc(Cl)cc1)C[N+](=O)[O-]
12. COC(=O)C1Cc2ccccc2CN1S(=O)(=O)c1ccc(C)cc1 (centres undefined)
Screen / compound no.,7,8,9,10,11,12
Giardia FBPA inh,16µM*,·,-6%,·,0%,2%
HCMV inh,-36,58,·,20,24,-4
AMA1-RON2 inh,-27%,-21%,-2%,-20%,33%[activator],1%
Sm TGR inh,6%,?,-7%,·,-23%,12%
HCV inh,?,6%,?,25%,-16%,18%
AmpC inh detg,-11%,0%,-8%,·,0%,-3%

13. O=C(O)CSCC(=O)NCc1ccccc1
14. Cc1nc2n(n1)C(O)c1cc([N+](=O)[O-])ccc1S2 (centres undefined)
15. CC(=O)c1ccc(OC(=O)c2cccs2)cc1
16. CN1CCN(C2CC(=O)N(Cc3ccc(N4CCCC4=O)cc3)C2=O)CC1 (centres undefined)
17. Cc1nnsc1NC(=O)OCCCl
18. O=C1CCc2cc(S(=O)(=O)N3CCC(C(=O)NC4CCCc5ccccc54)CC3)ccc2N1 (centres undefined)
Screen / compound no.,13,14,15,16,17,18
Giardia FBPA inh,7%,2%,-1%,·,1%,0%
HCMV inh,65,·,-1,-5,1,60
AMA1-RON2 inh,0%,·,3%,0%,5%,1%
Sm TGR inh,-33%,5%,1%,-32%,11%,5%
HCV inh,11%,·,6%,0%,-18%,4%
AmpC inh detg,-3%,-5%,-1%,-10%,?,?

19. CC(C)(C)OC(=O)CN1c2cccc3cccc(c23)S1(=O)=O
20. O=C(Cn1c(=O)c2cccn2c2cccnc21)NCc1cccc(F)c1
21. COc1ccc(OC)c(C(=O)c2coc3ccc(O)cc23)c1
22. O=C(CN1C(=O)COc2ccc(S(=O)(=O)N3CCCC3)cc21)N1CCN(c2ccccc2F)CC1
23. Cc1ccc(CN2CC(C(=O)Nc3ncccc3C)CC2=O)cc1 (centres undefined)
24. CCC1CCCCN1C(=O)CCNC(=O)Cn1cnc2ccccc2c1=O (centres undefined)
Screen / compound no.,19,20,21,22,23,24
Giardia FBPA inh,-7%,·,-10%,·,1%,6%
HCMV inh,3,-14,20,-3,7,-16
AMA1-RON2 inh,-4%,·,-9%,·,0%,-4%
Sm TGR inh,-19%,2%,-1%,0%,-21%,-1%
HCV inh,13%,·,-7%,·,9%,7%
AmpC inh detg,-12%,11%,1%,10%,-6%,-10%

25. CS(=O)(=O)Nc1ccccc1C(=O)c1ccccc1
26. Cc1cc(C)n(C(=O)c2c([N+](=O)[O-])cnn2C)n1
27. CCn1cc(C(=O)Nc2cccc(C(=O)OC)c2)c(=O)c2ccc(C)nc21
28. Cc1ccc(-n2ncc3c(NCCCn4ccnc4)ncnc32)cc1Cl
29. Cc1ccc(OCCC(=O)OCC(=O)Nc2ccccc2)cc1
30. COc1cc(NC(=O)COc2ccc(-n3cnnn3)cc2)cc(OC)c1OC
Screen / compound no.,25,26,27,28,29,30
Giardia FBPA inh,-8%,5%,7%,·,·,·
HCMV inh,-5,-14,32,8,13,-6
AMA1-RON2 inh,-13%,15%,-1%,·,16%,-2%
Sm TGR inh,0%,1%,-14%,5%,-9%,·
HCV inh,10%,10%,3%,·,15%,11µM*
AmpC inh detg,-3%,-10%,0%,1%,-9%,·

31. COC(=O)c1sc2nc(-c3ccccc3)c3c(c2c1N)CCCC3
32. COc1ccc(NC(=O)N2CCCC2C(=O)NC23CC4CC(CC(C4)C2)C3)cc1 (centres undefined)
33. Cc1cc(S(=O)(=O)NCC(c2ccco2)S(=O)(=O)c2cccs2)ccc1F (centres undefined)
34. CCCCN(C(=O)NCCCCCCNC(=O)N(CCCC)C1CCS(=O)(=O)C1)C1CCS(=O)(=O)C1 (centres undefined)
35. CCC(c1nnnn1Cc1ccc2c(c1)OCO2)N1CCN(c2ccccc2)CC1 (centres undefined)
36. COc1cc(C(=O)Nc2nncs2)cc(OC)c1OC
Screen / compound no.,31,32,33,34,35,36
Giardia FBPA inh,2%,·,·,·,1%,-7%
HCMV inh,?,29,14,-10,-8,34
AMA1-RON2 inh,-10%,-15%,·,0%,?,-2%
Sm TGR inh,10%,-7%,?,2%,7%,-29%
HCV inh,?,5%,·,16%,2%,-6%
AmpC inh detg,-10%,2%,4%,4%,3%,?

37. Cc1nc(Nc2ccccc2)sc1C(=O)c1ccc(F)cc1
38. O=C(Nc1ccc(Cl)c([N+](=O)[O-])c1)C(Sc1ccccc1)c1ccccc1 (centres undefined)
39. CC(C)CN1C(=O)c2ccc(C(=O)Nc3ccc(OCC(=O)O)cc3)cc2C1=O
40. O=C(CCN1CCOCC1)c1ccc(Br)cc1
41. CCOC(=O)c1nnn(-c2nc(OC)nc(N3CCCC3)n2)c1-c1ccccc1
42. CCC(C(=O)NCCc1ccc(SC)cc1)n1nc(C)c2c(C)n(-c3ccc(C)cc3)nc2c1=O (centres undefined)
Screen / compound no.,37,38,39,40,41,42
Giardia FBPA inh,9%,-3%,-3%,-6%,0%,·
HCMV inh,49,-102*,-29,-18,-20,-80*
AMA1-RON2 inh,-3%,-15%,-20%,18%,3%,·
Sm TGR inh,-12%,-7%,16%,0%,-2%,-3%
HCV inh,?,?,33%[activator],1%,-5%,·
AmpC inh detg,-1%,?,-12%,-8%,?,8%

43. COc1ccc(C=O)cc1
44. N#Cc1ccccc1OCC(=O)N1CCc2ccccc2C1
45. CCCCN(C(=O)C(C)Oc1ccc(Br)cc1)c1c(N)n(Cc2ccccc2)c(=O)[nH]c1=O (centres undefined)
46. COc1ccc(S(=O)(=O)N2CCOCC2)cc1NC(=O)CN1C(=O)NC2(CCCC2)C1=O
47. O=C(CN1CCC(NC(=O)c2ccccc2)CC1)NCc1ccccc1F
48. CC(Oc1ccc(Cl)cc1)c1ccnc(N)n1 (centres undefined)
Screen / compound no.,43,44,45,46,47,48
Giardia FBPA inh,·,1%,·,·,1%,0%
HCMV inh,·,-9,-5,-7,37,-22
AMA1-RON2 inh,-6%,17%,-11%,9%,2%,-17%
Sm TGR inh,1%,8%,89µM*,-8%,-1%,·
HCV inh,3%,-26%,?,12%,14%,17%
AmpC inh detg,-2%,7%,4%,-5%,1%,2%

49. O=C1C=CC(=O)N1Cc1ccncc1
50. CCN(CC)CCn1c(-c2ccc(C)cc2)nc(=S)c2c1CC(C)(C)OC2
51. O=C(O)c1cccc2c1C(=O)c1cc(Br)ccc1S2(=O)=O
52. CC(=O)c1cccc(NC(=S)N2CCN(CCN3C(=O)c4cccc5cccc(c45)C3=O)CC2)c1
53. CCc1cccc(NC(=O)C2CCC(CNS(=O)(=O)c3ccc4c(c3)CCCC(=O)N4)CC2)c1 (centres undefined)
54. CN(Cc1nc2ccccc2n1C)S(C)(=O)=O
Screen / compound no.,49,50,51,52,53,54
Giardia FBPA inh,·,1%,·,2%,·,-3%
HCMV inh,14,-25,41,-79*,11,15
AMA1-RON2 inh,12%,20%,-10%,14%,·,4%
Sm TGR inh,·,-31%,-11%,-10%,1%,-8%
HCV inh,18%,5%,-6%[8.37 µM],?,·,1%
AmpC inh detg,·,7%,-4%,-1%,-4%,1%

Reformatted: results already given
[49] O=C1C=CC(=O)N1Cc1ccncc1
  Giardia FBPA inh: ·
  HCMV inh: 14
  AMA1-RON2 inh: 12%
  Sm TGR inh: ·
  HCV inh: 18%
  AmpC inh detg: ·

[50] CCN(CC)CCn1c(-c2ccc(C)cc2)nc(=S)c2c1CC(C)(C)OC2
  Giardia FBPA inh: 1%
  HCMV inh: -25
  AMA1-RON2 inh: 20%
  Sm TGR inh: -31%
  HCV inh: 5%
  AmpC inh detg: 7%

[51] O=C(O)c1cccc2c1C(=O)c1cc(Br)ccc1S2(=O)=O
  Giardia FBPA inh: ·
  HCMV inh: 41
  AMA1-RON2 inh: -10%
  Sm TGR inh: -11%
  HCV inh: -6%[8.37 µM]
  AmpC inh detg: -4%

(list continues)
55. CS(=O)(=O)N(CC(=O)NCCSc1ccccc1)c1ccc2c(c1)OCO2
56. CCOc1cc(/C=N/NC(=O)c2ccc(O)cc2)ccc1Oc1nc(Cl)ncc1F
57. O=C(NC1CCCC1)C(c1ccco1)N(C(=O)c1ccco1)c1ccccc1 (centres undefined)
58. COc1cccc(C2NC(=O)NC(C)=C2C(=O)Nc2cc(OC)ccc2OC)c1 (centres undefined)
59. O=c1c2ccccc2[nH]c(=S)n1CCC1=CCCCC1
60. O=C(CSc1nc(-c2ccccc2)cc(=O)[nH]1)Nc1ccc(Br)cc1
Screen / compound no.,55,56,57,58,59,60
Giardia FBPA inh,0%,-8%,·,-6%,3%,?
HCMV inh,2,-71*,?,-12,-35,-23
AMA1-RON2 inh,-5%,18%,4%,2%,89%[activator],5%
Sm TGR inh,-1%,11%,-3%,?,1%,-20%
HCV inh,18%,-21%,?,22%,2%,19%
AmpC inh detg,3%,-1%,-2%,-16%,?,-8%

61. CCOc1ccc(OC(=O)c2cn(-c3cccc(OC)c3)c(=O)c3ccccc23)cc1
62. COc1ccc(C2CC(c3cccs3)=NN2C(=O)CSc2nncn2C)cc1OC (centres undefined)
63. Cn1c(SCC2CCCO2)nnc1-c1ccncc1 (centres undefined)
64. CC(Sc1nnc(-c2cccnc2)n1C)C(=O)N1CCOCC1 (centres undefined)
65. CN(CC1CCCO1)S(=O)(=O)c1ccc(C(=O)N2CCN(c3ccccc3)CC2)cc1 (centres undefined)
66. CC(=O)c1c(C)nc(-c2ccc(OCC(=O)Nc3ccccc3)cc2)n1O
67. Cc1ccc(NC(=O)COC(=O)C(CC(C)C)N2C(=O)C3CC=CCC3C2=O)c(C)c1 (centres undefined)
Screen / compound no.,61,62,63,64,65,66,67
Giardia FBPA inh,·,2%,2%,·,1%,-4%,0%
HCMV inh,-14,-27,37,-22,32,-11,-18
AMA1-RON2 inh,·,1%,7%,-15%,14%,-4%,-6%
Sm TGR inh,0%,1%,-7%,6%,3%,1%,3%
HCV inh,·,2%,1%,28%,3%,-8%,-1%
AmpC inh detg,3%,3%,-9%,4%,-1%,-9%,5%
